# CTSL1 counter – Fasciola hepatica cathepsin L1 inhibitors, primary screen, counter-screen for PFM18AAP inhibitor project, biochemical, QFRET, fluorogenic peptide substrate; recombinant F. hepatica cathepsin L1, Z-Leu-Arg-MCA fluorescence; hit rate 0.49% among 300,000; inhibition, % at 5.96 µM;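 active = inhibition above the mean of all tested compounds plus 3 SD, set per screening campaign, cut at about 17% in these data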;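 also: 0% = plate median of test compound wells and 100% = 1 µM Z-Phe-Ala-diazomethylketone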
# AHR activator – AHR activators, primary screen, cell-based, luminescence, luciferase reporter, human; Aryl hydrocarbon receptor (Homo sapiens), P35869; AHR-responsive luciferase reporter cells; activation, % at 5 µM; hit rate 2.5% among 320,000; in the data active = activation above about 47%;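 also: 0% = vehicle wells and 100% = reference agonist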
# PP1 counter – PP1-alpha phosphatase inhibitors, primary screen, counter-screen for PP5 inhibitor project, biochemical, fluorescence, OMFP substrate, single point; purified PP1alpha; inhibition, % at 6.7 µM; hit rate 0.9% among 320,000; Serine/threonine-protein phosphatase PP1-alpha catalytic subunit (Homo sapiens), P62136;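 active = inhibition above the mean inhibition of all tested compounds plus 3 SD, computed separately for each screening campaign, cut at about 15% in these data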
# Target sequence (P62136 whole entry, looked up): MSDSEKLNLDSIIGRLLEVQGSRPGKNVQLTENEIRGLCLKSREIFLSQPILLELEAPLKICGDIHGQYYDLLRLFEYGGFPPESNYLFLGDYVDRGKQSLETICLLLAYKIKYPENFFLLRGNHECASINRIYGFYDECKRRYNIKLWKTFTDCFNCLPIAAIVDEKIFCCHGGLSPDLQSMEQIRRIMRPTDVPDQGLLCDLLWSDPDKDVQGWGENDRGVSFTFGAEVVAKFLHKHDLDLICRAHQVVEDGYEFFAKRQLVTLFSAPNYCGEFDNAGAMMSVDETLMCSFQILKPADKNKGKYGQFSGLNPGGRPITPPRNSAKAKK
# PP5 inh – PP5 phosphatase inhibitors, primary screen, biochemical, fluorescence | purified PP5c, OMFP substrate fluorescence | inhibition, % at 6.7 µM | Serine/threonine-protein phosphatase 5 (Homo sapiens), P53041 | hit rate 0.18% among 320,000;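 active = inhibition above the campaign's mean inhibition across all tested compounds plus 3 SD, cut at about 9.5% in these data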;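 also: 0% = DMSO only and 100% = 100 µM cantharidin control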
# proCasp7 act – procaspase-7 activators, primary screen, counter-screen for procaspase-3 activator project, biochemical, absorbance, HTS, human; recombinant procaspase-7, Ac-DEVD-pNA absorbance 405 nm; D23A/D198A/D206A triple mutant, cannot self-cleave; scale: DMSO 0, 5 µM enzyme 100; hit rate 0.093% among 330,000; activation, % at 8.5 µM; Caspase-7 (Homo sapiens), P55210;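 active = percent activation above the screen-wide mean plus 3 SD, cut at about 25% in these data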
# Target sequence (P55210 whole entry D23A/D198A/D206A): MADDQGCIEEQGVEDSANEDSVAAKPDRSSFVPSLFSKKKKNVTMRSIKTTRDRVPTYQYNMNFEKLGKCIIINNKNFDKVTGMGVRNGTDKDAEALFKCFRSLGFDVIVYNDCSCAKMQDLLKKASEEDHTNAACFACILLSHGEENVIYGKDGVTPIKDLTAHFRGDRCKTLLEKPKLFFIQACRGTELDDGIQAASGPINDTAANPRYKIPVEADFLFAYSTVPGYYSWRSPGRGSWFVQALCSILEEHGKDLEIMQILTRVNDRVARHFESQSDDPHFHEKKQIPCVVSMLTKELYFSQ
#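 Assay system: Uncleavable procaspase-7 mutant enzyme; Input: 2 µM procaspase-7 mutant as dispensed; Also added: DEVD-pNA substrate; Medium: Zinc-free HEPES pH 7.4 with 300 mM NaCl, 0.01% Triton X-100; Timing: 1 h compound preincubation, 2 h substrate cleavage, 25 °C; Measured by: Epi-absorbance of released pNA at 405 nm, two timepoints.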
# procasp3 activ – activators of human procaspase-3 D3A mutant, primary screen, biochemical, absorbance, PC-3 D3A mutant, single concentration; recombinant procaspase-3 D3A, Ac-DEVD-pNA absorbance 405 nm; activation, % at 8.5 µM; hit rate 0.11% among 330,000;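 active = activation above the mean of all tested compounds plus 3 SD, cut at about 21% in these data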;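 also: 0% = DMSO alone and 100% = DMSO wells spiked with extra 5 µM PC-3 D3A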
# Target sequence (P42574 whole entry D9A/D28A/D175A): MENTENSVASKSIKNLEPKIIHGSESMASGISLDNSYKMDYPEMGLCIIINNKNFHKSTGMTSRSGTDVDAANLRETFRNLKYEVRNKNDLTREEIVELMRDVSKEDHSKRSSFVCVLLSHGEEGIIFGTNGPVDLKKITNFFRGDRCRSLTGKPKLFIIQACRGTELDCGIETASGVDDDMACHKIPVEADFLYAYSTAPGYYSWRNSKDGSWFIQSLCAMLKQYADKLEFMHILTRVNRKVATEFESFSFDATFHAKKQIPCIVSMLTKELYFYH
#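 Test system: Procaspase-3 D3A mutant; medium: Zinc-free HEPES/NaCl buffer with 0.01% Triton X-100 at pH 7.4; reagent: DEVD-pNA substrate; doses: one concentration, 8.5 µM nominal, 0.8% DMSO; times: 1 h preincubation plus 2 h reaction at 25 °C; signal: Epi-absorbance at 405 nm of released p-nitroaniline, 0 and 120 min; replicates: singlicate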
# PAFAH2 FP inh – PAFAH2 enzyme inhibitors, primary screen, biochemical, fluorescence polarization, human. hit rate 0.99% among 340,000. recombinant PAFAH2, FP-rhodamine activity probe. inhibition, % at 3.39 µM;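 active = inhibition above the mean over all tested compounds plus 3 SD, cut at about 30% in these data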;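 also: inhibitors block probe labeling of enzyme so polarization drops; 0% = enzyme with DMSO and 100% = wells lacking PAFAH2 protein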
# TPT1 inh – Candida albicans TPT1 enzyme inhibitors, primary screen, biochemical, fluorescence polarization; recombinant caTPT1, FP RNA substrate dephosphorylation; inhibition, % at 5 µM; hit rate 0.81% among 300,000; AID 1962, 2009;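 active = inhibition above the mean of all tested compounds plus 3 SD, set per screening campaign, cut at about 24% in these data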;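 also: plate controls were DMSO alone for no effect and ferristatin control at 100 nM for full effect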
# core dimer inh – inhibitors of HCV core protein dimerization, primary screen, biochemical, TR-FRET, high-throughput; inhibition, % at 5 µM; TR-FRET GST/Flag-core106 dimerization, 1536-well; hit rate 0.33% among 300,000;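 active = inhibition above the mean of all tested compounds plus 3 SD, set per screening campaign, cut at about 45% in these data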
#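 Material: Tagged HCV core106 pair (GST and Flag) | Amount: GST-core106 13.5 nM, Flag-core106 17 nM | Medium: KF-containing HEPES buffer, pH 7.45, DTT, CHAPS, BSA | Reagent: Eu donor and XL665 acceptor anti-tag antibodies | Schedule: 4 h at 22.5 °C | Technique: Time-resolved FRET, ex 340 nm, em 617 and 671 nm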
# * = called active by the depositor; / = no result given. The list is partial; count on the stated rates, not on these rows.
SMILES,CTSL1 counter,AHR activator,PP1 counter,PP5 inh,proCasp7 act,procasp3 activ,PAFAH2 FP inh,TPT1 inh,core dimer inh
COc1ccc2c(c1)[C@@]13CCC=C[C@H]1[C@@H](C2)NCC3,-2,0,-3,0.4,-8,1,-4,0,-6
O=C(NCc1cccnc1)Nc1ccccc1Cl,0,6,-4,2.9,11,1,-4,-2,1
O=C(Cc1ccccc1)OC(COCc1ccccc1)CN1CCOCC1 (stereo not given),-2,0,-2,0.8,10,-3,4,0,4
CCCCn1c(=O)c(C(=O)NCc2ccco2)c(O)c2ccccc21,0,11,1,2.8,7,-3,4,-3,1
O=C(c1cc(F)ccc1F)C1CCCN(Cc2ccc3nonc3c2)C1 (stereo not given),1,0,-2,0.4,1,7,1,-1,-2
CCN(CC)C(=O)c1ccc(NC(=O)CN2CCc3cc(OC)c(OC)cc3C2)cc1,-4,-2,6,-1.5,10,-8,1,-3,1
COc1cccc(-n2c(O)c(C=Nc3c(C)n(C)n(-c4ccccc4)c3=O)c(=O)[nH]c2=O)c1,-2,-4,2,1.6,-3,5,1,0,2
CC1CCCC(NC(=O)COC(=O)Cc2ccccc2)C1C (stereo not given),-5,-3,2,0.7,7,1,25,-2,-1
OC(c1ccc(F)cc1)C(c1ccccc1)N1CCOCC1 (stereo not given),-5,0,0,0.6,8,3,2,0,1
CC(C)COC(=O)c1ccccc1C(=O)OCC(C)C,1,1,-3,3.4,0,4,-6,0,0
O=c1[nH]c(=S)[nH]c(O)c1N=Nc1ccc2c(c1)OCCO2,13,16,2,5.8,-22,2,0,25*,-7
O=c1[nH]c(O)c(/C=C2\C=NN=C2c2ccccc2)c(=O)[nH]1,0,2,-1,1.7,-16,-1,12,-3,-3
COCCCn1c(-c2ccc(OC)cc2)cc(C(=O)NC2CCCCCCC2)c1C,4,2,3,2.1,5,3,8,0,5
O=C(COc1ccc(S(=O)(=O)N2CCOCC2)cc1)N1CCN(Cc2ccc3c(c2)OCO3)CC1,-3,-5,-2,2.8,0,13,15,-2,2
Cc1ccc2nsnc2c1-n1c(C)nc2ccccc2c1=O,0,9,-10,1.8,3,-2,-6,1,5
OCCCCO,/,-1,-1,1.4,-2,-2,7,/,/
CSc1ccc(C(c2c(O)c3ccccc3oc2=O)c2c(C)n(C)n(-c3ccccc3)c2=O)cc1 (stereo not given),4,0,-4,2.8,-2,-4,40*,-2,12
Fc1cccc(C2NCc3ccccc3-n3cccc32)c1 (stereo not given),1,1,1,-0.3,13,3,-1,-1,-3
Cc1ccc(-c2nn(Cc3ccccc3)cc2C(=O)O)cc1,-2,9,0,-2.4,5,8,-8,2,-2
Cc1cccn2c(=O)c3c(nc12)N1CCCCC1C1(C3)C(=O)N(C)C(=O)N(C)C1=O (stereo not given),1,0,-3,-0.9,-3,-1,/,3,1
O=[N+]([O-])c1ccc(N2CCCC(C(F)(F)F)C2)c2ccncc12 (stereo not given),0,9,2,2.9,-2,-9,2,1,-4
CN1CCCN(C(=O)COc2ccc(F)cc2Cl)CC1,1,2,0,-0.8,9,-11,-8,4,-10
COc1ccc2c(c1O)-c1c(OC)c(OC)cc3c1[C@H](C2)N(C)CC3,5,3,-1,-0.7,2,2,3,-1,0
COC(=O)C1=C(c2ccc(OCc3ccccc3)cc2)C[C@@H]2CC[C@H]1N2C(=O)NC1CCN(Cc2ccccc2)CC1,/,-1,6,0.6,17,-2,-5,/,/
CCn1ccnc1CN1CCCC(C(=O)c2cc(C)c(OC)c(C)c2)C1 (stereo not given),-4,11,-5,1.9,3,7,7,0,-1
COc1ccc(/C=C2/C(=O)NC(=O)N(c3ccc(C)c(C)c3)C2=O)cc1CN1C(=O)c2ccccc2C1=O,7,5,0,-1.3,-14,0,18,3,2
COC(=O)CCCC(NC(=S)N1CC2C[C@@H](C1)Cn1c2cccc1=O)C(=O)OC (stereo not given in full),7,1,-5,-1.6,-1,8,4,2,11
Fc1ccc(C2NCCc3[nH]cnc32)cc1 (stereo not given),-5,11,-7,0.2,5,1,-7,0,0
O=C1NC(=O)N(Cc2ccccc2)C(=O)/C1=C\c1ccco1,4,0,0,-0.2,-19,-7,11,66*,3
CCOc1cc(CNCCc2c[nH]c3ccccc23)cc(Cl)c1OC,4,2,2,-1.3,-10,-8,-1,-2,-8
CCCC(=O)C1C(=O)NC(=O)NC1=O,-1,0,0,2.2,-5,-11,1,-3,3
Cc1ccc(-c2nc3ccc(Cl)cc3n2OC(=O)N(C)C)cc1,1,25,2,1.0,3,-4,2,0,-3
COc1cccc(C(=O)N2CCC3(CC2)OCCO3)c1,4,1,-1,0.4,1,-4,-1,-2,-1
CC(=NCC1CCCO1)c1c(O)n(Cc2ccccc2)c(=O)[nH]c1=O (stereo not given),-3,2,-2,-1.0,-4,-5,3,12,-2
Cc1n[nH]c(C)c1CCN,-3,4,-11,0.3,13,-2,3,-2,-4
O=C(c1ccccc1)C(CN1CCCC1)c1ccccc1 (stereo not given),-1,-2,2,-1.3,-1,-6,-7,3,-3
CC(C)CCNC(=O)CN1C(=O)CN=C(c2ccccc2)c2ccccc21,-1,0,1,-1.7,7,-2,1,-2,-3
CN(C)c1nc(N(C)C)nc(N(C#N)CCCl)n1,13,-2,-4,0.3,-23,-22,-3,-3,-1
CCCCCn1c(=O)c(C(=O)Nc2ccccn2)c(O)c2ccccc21,-1,10,2,-0.6,-12,11,5,-1,4
Cn1c(O)c(C=NCCCCCCCCCCC(=O)O)c(=O)n(C)c1=O,2,-1,-2,1.1,-2,10,-4,-1,2
CCOC(=O)C1(CCOc2ccccc2)CCN(C2Cc3ccccc3C2)CC1,-4,1,0,1.4,0,-5,19,1,-3
CCN1CCN(c2ccc(N)cc2)CC1,-1,-2,-3,1.6,-4,-3,10,-5,-2
CCc1ccc(N2C(=O)NC(=O)/C(=C/c3cccn3CCOc3ccc(C)cc3)C2=O)cc1,0,2,3,0.3,-13,-3,26,9,3
COc1cc(-n2c(=S)[nH]c3ccccc3c2=O)c(Cl)cc1Cl,-3,17,2,3.6,-6,-5,5,1,4
Cc1nc2ccccc2c(=O)n1-c1ccc(F)cc1F,1,-1,-4,-0.7,-3,5,-6,0,-8
NC(=O)c1cn(C2CCCCC2)c2ccccc2c1=O,3,0,-3,1.2,-6,-3,2,-1,5
CC(Cc1cccs1)NCc1ccc(Cl)cc1 (stereo not given),-1,0,-3,5.4,2,7,4,3,1
CCOC(=O)[C@@]1(C#N)[C@@H]2C=CC(C(N)=O)=CN2[C@@H](C(N)=O)[C@@H]1c1cccc(Cl)c1,3,3,3,-1.0,-8,6,3,-7,-2
c1cncc(C2CCCCN2Cc2ccc3c(c2)OCO3)c1 (stereo not given),-1,-3,0,3.2,-1,-3,3,1,-3
S=C1NC2(CCCCC2)NC12CCCCC2,0,0,-1,-0.2,2,8,-5,0,-15
COc1ccc(C2NCc3ccc4c(c3-n3cccc32)OCO4)cc1O (stereo not given),4,5,-3,0.9,5,5,/,5,-3
CCOC(=O)c1cccc([P+](=O)O)c1,1,1,0,1.5,7,8,-5,-1,1
CCOC(=O)C1CCCCC12C(C#N)=C(N)Oc1n[nH]c(C)c12 (stereo not given),-3,2,-1,3.5,-6,5,-2,-9,-1
CC(O)(CS(=O)(=O)c1ccccc1)C(=O)Nc1cccc(C(F)(F)F)c1 (stereo not given),3,0,-2,-0.6,5,-2,8,3,-1
CC(C)n1c(=O)c(C=Nc2ccc(Br)cc2)c(O)n(Cc2ccco2)c1=O,-1,-12,3,1.0,4,10,-14,28*,45
COc1ccccc1N1CCN(Cc2ccc(F)cc2)CC1,2,-2,0,-1.1,8,-1,-9,-7,-9

# In the list so far, 9 contain fluorine:
SMILES,CTSL1 counter,AHR activator,PP1 counter,PP5 inh,proCasp7 act,procasp3 activ,PAFAH2 FP inh,TPT1 inh,core dimer inh
O=C(c1cc(F)ccc1F)C1CCCN(Cc2ccc3nonc3c2)C1 (stereo not given),1,0,-2,0.4,1,7,1,-1,-2
OC(c1ccc(F)cc1)C(c1ccccc1)N1CCOCC1 (stereo not given),-5,0,0,0.6,8,3,2,0,1
Fc1cccc(C2NCc3ccccc3-n3cccc32)c1 (stereo not given),1,1,1,-0.3,13,3,-1,-1,-3
O=[N+]([O-])c1ccc(N2CCCC(C(F)(F)F)C2)c2ccncc12 (stereo not given),0,9,2,2.9,-2,-9,2,1,-4
CN1CCCN(C(=O)COc2ccc(F)cc2Cl)CC1,1,2,0,-0.8,9,-11,-8,4,-10
Fc1ccc(C2NCCc3[nH]cnc32)cc1 (stereo not given),-5,11,-7,0.2,5,1,-7,0,0
Cc1nc2ccccc2c(=O)n1-c1ccc(F)cc1F,1,-1,-4,-0.7,-3,5,-6,0,-8
CC(O)(CS(=O)(=O)c1ccccc1)C(=O)Nc1cccc(C(F)(F)F)c1 (stereo not given),3,0,-2,-0.6,5,-2,8,3,-1
COc1ccccc1N1CCN(Cc2ccc(F)cc2)CC1,2,-2,0,-1.1,8,-1,-9,-7,-9
